Screening results: PubChem, Broad Institute
RAD52 inh – RAD52 DNA annealing inhibitors, primary screen, biochemical, FRET, single point, set 2; inhibition, % at 18.7 µM; recombinant RAD52 DNA annealing, FRET fluorescence; DNA repair protein RAD52 homolog (Homo sapiens), P43351; AID 651710, 2012; 360,000 tested, 0.46% active;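 active means every replicate showing at least 50% inhibition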
Target sequence (P43351 whole entry, looked up): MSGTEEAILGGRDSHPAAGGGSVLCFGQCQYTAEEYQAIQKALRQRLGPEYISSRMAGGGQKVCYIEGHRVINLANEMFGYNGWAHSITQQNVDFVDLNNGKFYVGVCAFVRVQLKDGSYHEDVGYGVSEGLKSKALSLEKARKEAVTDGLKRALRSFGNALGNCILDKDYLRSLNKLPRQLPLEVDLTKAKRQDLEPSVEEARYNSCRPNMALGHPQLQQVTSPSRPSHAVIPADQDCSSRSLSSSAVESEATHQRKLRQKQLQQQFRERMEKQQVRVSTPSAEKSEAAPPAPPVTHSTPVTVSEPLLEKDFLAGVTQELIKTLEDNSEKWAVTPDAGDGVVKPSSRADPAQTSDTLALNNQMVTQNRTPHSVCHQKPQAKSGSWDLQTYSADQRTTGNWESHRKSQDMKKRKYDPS
Xi reactivation – activators of inactive X chromosome reactivation, primary screen, imaging, XiGFP fibroblasts, GFP high-content imaging, set 2; activation, % at 7.58 µM; XiGFP mouse fibroblasts, % GFP-positive cells imaging, 3 d; cells co-treated with 5-aza-dC sensitizer; scaled so ellipticine positive control = 100%; 360,000 tested, 0.055% active;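 active means mean normalized replicate activation at least 10% and every replicate at or above 10%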;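 further: 0% = median of on-plate neutral control wells and 100% = ellipticine 6 µM median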
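material = 68-5-11 XiGFP fibroblast line | medium = DMEM plus 5-aza-dC sensitizer | schedule = 3 days compound exposure | benchmarks = positive control ellipticine, 6 µM final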
E-sel inducer – E-selectin induction in HUVECs, primary screen, imaging, HUVEC, immunofluorescence imaging, single point. normalized: neutral wells 0, TNF-alpha wells 100. activation, % at 7.58 µM. 260,000 tested, 0.37% active. AID 686992, 2013;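 active means mean E-selectin-positive cell signal at least 10% of the positive control, reached in at least 60% of replicates, without over 20% cell loss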;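 further: in these data hits start at about 27%; measured in HUVEC primary endothelial cells; signal is the percent of cells scored E-selectin positive by PE staining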
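Material: HUVEC primary endothelial cells; Amount: 3,000 cells per well; Dosing: single concentration; Medium: EGM-2 growth medium on 0.1% gelatin-coated wells; Read-out basis: percent E-selectin-positive cells; Signal: immunofluorescence imaging; Control set: TNF-alpha, DMSO.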
S100A4 inh HTS – inhibitors of S100A4-myosin IIA peptide binding, primary screen, biochemical, fluorescence polarization, TAMRA-MyoIIA peptide; Protein S100-A4 (Homo sapiens), P26447; 360,000 tested, 0.14% active; inhibition, % at 10.7 µM;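 active means mean inhibition of at least 70% across replicates, with every replicate also reaching that level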
Target sequence (P26447 whole entry, looked up): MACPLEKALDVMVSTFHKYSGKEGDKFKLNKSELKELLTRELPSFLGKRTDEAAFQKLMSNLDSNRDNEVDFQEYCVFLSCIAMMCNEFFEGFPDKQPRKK
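Material: S100A4 monomer (human). Medium: Calcium-containing HEPES buffer, pH 7.2. Probe or stimulus: labelled myosin peptide probe, 5 nM. Compound dosing: one concentration per compound. Timing: polarization read 5 min after assay mix addition, stable 5–60 min. Benchmarks: DMSO as neutral control, TFP as positive control.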
esBAF inh – Bmi1 luciferase reporter increase in mESCs, primary screen, esBAF inhibitor project, mouse ES cells, Bmi1 luciferase knock-in, single point | 350,000 tested, 2% active | reporter increase, % at 12.5 µM | 24 h; 100% = twice the neutral-well signal; in the data active means activation above about 40%;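 further: 0% = median of the plate's neutral control wells and 100% = double that signal; a rise in the Bmi1 reporter signal indicates esBAF inhibition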
ERAP1 inh – human ERAP1 aminopeptidase inhibitors, primary screen, biochemical, single point, plate reader. recombinant ERAP1, Leu-AMC fluorescence, 60 min. inhibition, % at 10.7 µM. 340,000 tested, 0.15% active. AID 652197, 2013;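 active means mean replicate inhibition of at least 30%, or all replicates individually reaching that 30% level; inactive means mean below 30% and not every replicate reaching it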;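 further: 0% = neutral control wells and 100% = L-leucinethiol positive control wells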
RAD54 branch – inhibitors of human RAD54 branch migration, primary screen, biochemical, fluorescence, single point; inhibition, % at 10.4 µM; 360,000 tested, 0.14% active; RAD54 Holliday junction branch migration, FAM/BHQ fluorescence;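 active means mean normalized replicate activity at least 40 and at least half of replicates scoring 40 or more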;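 further: 0% = median of neutral control wells and 100% = median of positive control wells; inhibitors cause a drop in the FAM fluorescence signal; in these data hits start at about 50%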
ERp5 block – inhibitors of ERp5-driven insulin aggregation, primary screen, biochemical, turbidity, absorbance 650 nm, single point | Protein disulfide-isomerase A6 (Homo sapiens), Q15084 | 90 min | inhibition, % at 9.99 µM | 350,000 tested, 0.05% active;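 active means mean replicate inhibition above about 25%, with every replicate also reaching it, limit read from the data, passing the limit was not always enough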
Target sequence (Q15084 whole entry, looked up): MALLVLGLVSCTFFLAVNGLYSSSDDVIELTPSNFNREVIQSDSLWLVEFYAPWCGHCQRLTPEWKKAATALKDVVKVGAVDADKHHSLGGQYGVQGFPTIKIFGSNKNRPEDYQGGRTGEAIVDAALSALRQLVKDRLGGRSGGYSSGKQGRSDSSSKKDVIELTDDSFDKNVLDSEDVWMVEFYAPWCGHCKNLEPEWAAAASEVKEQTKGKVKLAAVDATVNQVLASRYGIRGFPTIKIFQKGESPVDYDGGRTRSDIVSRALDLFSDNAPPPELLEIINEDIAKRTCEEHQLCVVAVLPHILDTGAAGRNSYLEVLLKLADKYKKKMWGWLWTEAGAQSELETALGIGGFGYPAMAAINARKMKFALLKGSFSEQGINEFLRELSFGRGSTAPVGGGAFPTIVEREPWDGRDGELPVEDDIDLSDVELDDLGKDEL
Numbers without * were called inactive; . = no result given.

SMILES | RAD52 inh | Xi reactivation | E-sel inducer | S100A4 inh HTS | esBAF inh | ERAP1 inh | RAD54 branch | ERp5 block
S=C(NC12CC3CC(CC(C3)C1)C2)N1CCOCC1 | -1 | 0.1 | . | 1 | . | -1 | . | 1
O=C(O)c1cccc(Nc2nc(-c3cccnc3)nc3ccccc23)c1 | -35 | 0.1 | 0.1 | -1 | . | -61 | . | 0
CC(=O)/C(=N/Nc1cccc(Cl)c1)Sc1nnc(C(O)c2ccccc2)n1-c1ccccc1 (stereo unspecified) | -17 | 0.1 | 0.0 | -45 | 4 | 1 | -7 | 1
COCC(=O)N1C[C@H]2[C@@H](c3ccccc31)[C@@H](CO)N2Cc1ccccc1Cl | -6 | 0.3 | -0.1 | 1 | 0 | 0 | 7 | 1
CCCCCC(N)=O | -20 | . | . | 3 | -6 | 3 | -2 | -3
CCN1C(=O)[C@@H]2[C@@H]3CN(S(=O)(=O)c4ccccc4C)[C@@H](c4ccc(Cl)cc4)[C@@H]3C(=O)C[C@@H]2C1=O | -6 | -0.1 | -0.1 | 0 | 3 | 1 | -8 | -7
Cc1ccc(S(=O)(=O)N(CC(=O)NCc2ccccc2)C(=O)N2CCN(C)CC2)cc1 | -13 | 0.1 | 0.0 | -4 | . | -5 | . | 1
CCCCn1nc(C(=O)Nc2ccc3c(c2)OCO3)c2ccccc2c1=O | -6 | 0.2 | 0.1 | -8 | 1 | -5 | -9 | -7
COC(=O)C1=CN(Cc2ccc(OC)cc2)C=C(C(=O)OC)C1c1ccsc1 | -16 | 0.0 | 0.2 | -5 | . | -30 | . | 3
O=C(Nc1nccs1)c1cccnc1Cl | -10 | 0.2 | 0.0 | -4 | 1 | -2 | . | -2
O=C(O)c1ccccc1NS(=O)(=O)c1ccc(NNC(=S)Nc2ccc(OC(F)F)cc2)c([N+](=O)[O-])c1 | -12 | 0.4 | . | 1 | . | 6 | . | -4
Cc1ccc(-c2nc(CS(=O)CC(=O)NCCCN3CC(C)CC(C)C3)c(C)o2)cc1 (stereo unspecified) | -1 | 22* | -0.1 | 3 | -1 | -6 | 4 | 13
CCCCC(OC(=O)CN1C(=O)COc2ccccc21)C(=O)NC1CCCCC1 (stereo unspecified) | -2 | 0.3 | 0.1 | 6 | 1 | 1 | -6 | 3
Cc1nc2sccn2c(=O)c1S(=O)(=O)NCC1CCN(Cc2ccc(Cl)cc2)CC1 | -17 | 0.1 | 0.0 | -3 | 2 | -5 | -1 | 3
CC(=O)Nc1ccccc1P(=O)(c1ccccc1)c1ccccc1OC(C)=O (stereo unspecified) | -4 | 0.0 | -0.9 | 3 | . | 6 | . | -4
COc1cccc(S(=O)(=O)N2CCCCN3[C@H](C2)[C@@H](c2ccc(C#CC(C)C)cc2)[C@@H]3CO)c1 | -9 | -0.1 | -0.4 | 34 | . | 2 | 12 | -2
COc1ccc(NC(=O)/C=C/c2cccc(C(F)(F)F)c2)cn1 | -30 | 0.0 | . | -4 | 8 | 2 | -2 | 1
CC[C@@H]1CC2=C(C(=O)OC(C)(C)O2)[C@@H](CC)O1 | -9 | -0.2 | 1.5 | 9 | . | 1 | . | 3
Cc1ccc(CN2C(=O)c3ccccc3NC23CCN(Cc2ccccc2)CC3)cc1 | -11 | 0.1 | -2.4 | 4 | . | . | . | 2
COc1ccc(NC(=O)CN2C(=O)CC(C)S(=O)(=O)c3ccccc32)cc1 (stereo unspecified) | -9 | 0.0 | . | 9 | 1 | -5 | -2 | 1
CCNC(=O)N(C)C[C@H]1N[C@@](CC)(C(=O)OC)[C@H]2C(=O)N(Cc3ccccc3)C(=O)[C@@H]12 | -8 | 0.5 | . | -1 | 1 | -5 | 3 | 4
CSC1=Nc2sc3c(c2C2=NCCN12)CC(C)(C)OC3 | -2 | 0.0 | 0.0 | -3 | 4 | . | . | -1
COc1cc(/C=C2\SC(=S)N(CC(=O)Nc3ccccn3)C2=O)cc(OC)c1OC | -104 | -0.1 | -0.2 | -21 | . | 2 | . | 6
Cc1cccc(N2CC(c3nc4ccccc4n3C)CC2=O)c1C (stereo unspecified) | -2 | 0.0 | -0.3 | -4 | -10 | 3 | -3 | -4
Cc1cccc(C)c1NC(=O)CSc1nnc(-c2cnccn2)n1C | -7 | 0.1 | . | 4 | 5 | -1 | -7 | 5

Of the compounds above, 7 contain four or more nitrogen atoms.
SMILES | RAD52 inh | Xi reactivation | E-sel inducer | S100A4 inh HTS | esBAF inh | ERAP1 inh | RAD54 branch | ERp5 block
O=C(O)c1cccc(Nc2nc(-c3cccnc3)nc3ccccc23)c1 | -35 | 0.1 | 0.1 | -1 | . | -61 | . | 0
CC(=O)/C(=N/Nc1cccc(Cl)c1)Sc1nnc(C(O)c2ccccc2)n1-c1ccccc1 (stereo unspecified) | -17 | 0.1 | 0.0 | -45 | 4 | 1 | -7 | 1
Cc1ccc(S(=O)(=O)N(CC(=O)NCc2ccccc2)C(=O)N2CCN(C)CC2)cc1 | -13 | 0.1 | 0.0 | -4 | . | -5 | . | 1
O=C(O)c1ccccc1NS(=O)(=O)c1ccc(NNC(=S)Nc2ccc(OC(F)F)cc2)c([N+](=O)[O-])c1 | -12 | 0.4 | . | 1 | . | 6 | . | -4
Cc1nc2sccn2c(=O)c1S(=O)(=O)NCC1CCN(Cc2ccc(Cl)cc2)CC1 | -17 | 0.1 | 0.0 | -3 | 2 | -5 | -1 | 3
CCNC(=O)N(C)C[C@H]1N[C@@](CC)(C(=O)OC)[C@H]2C(=O)N(Cc3ccccc3)C(=O)[C@@H]12 | -8 | 0.5 | . | -1 | 1 | -5 | 3 | 4
Cc1cccc(C)c1NC(=O)CSc1nnc(-c2cnccn2)n1C | -7 | 0.1 | . | 4 | 5 | -1 | -7 | 5

Laid out differently: results already given.
> COc1ccc(NC(=O)CN2C(=O)CC(C)S(=O)(=O)c3ccccc32)cc1 (stereo unspecified)
  RAD52 inh: -9
  Xi reactivation: 0.0
  E-sel inducer: .
  S100A4 inh HTS: 9
  esBAF inh: 1
  ERAP1 inh: -5
  RAD54 branch: -2
  ERp5 block: 1
> CCNC(=O)N(C)C[C@H]1N[C@@](CC)(C(=O)OC)[C@H]2C(=O)N(Cc3ccccc3)C(=O)[C@@H]12
  RAD52 inh: -8
  Xi reactivation: 0.5
  E-sel inducer: .
  S100A4 inh HTS: -1
  esBAF inh: 1
  ERAP1 inh: -5
  RAD54 branch: 3
  ERp5 block: 4

(continued)
SMILES | RAD52 inh | Xi reactivation | E-sel inducer | S100A4 inh HTS | esBAF inh | ERAP1 inh | RAD54 branch | ERp5 block
CN(C)C(=O)CCSc1nnc(-c2ccco2)o1 | -17 | 0.3 | 14 | 5 | 15 | -1 | -11 | 7
O=C(Nc1cccc(Cl)c1)OCCOCCOC(=O)Nc1cccc(Cl)c1 | 3 | -0.1 | 0.0 | 1 | -6 | 0 | -2 | -5
O=C(Nc1cccc(Cl)c1)c1nc[nH]c1C(=O)N1CCc2ccccc2C1 | -11 | 0.4 | . | 1 | -2 | 4 | -3 | 5
COc1ccc(CN(C)C[C@@H]2OCCCC[C@H](C)Oc3ccc(NC(=O)c4ccncc4)cc3C(=O)N([C@@H](C)CO)C[C@H]2C)cc1 | -2 | -0.1 | -0.2 | 5 | . | -3 | . | -6
Cc1ccc(NC(=O)Nc2nnc([C@@H]3C[C@H](O)[C@@H](CO)O3)s2)cc1 | -3 | 0.2 | 1.6 | -8 | -2 | 0 | -7 | 0
Cc1cc(C)cc(N(CC(=O)O)S(=O)(=O)c2c(C)noc2C)c1 | -25 | . | . | 1 | -3 | -2 | 2 | -3
CC(C)(C)Nc1nc(Cl)nc(N(C#N)CN2C(=O)c3ccccc3S2(=O)=O)n1 | -20 | 0.0 | . | -3 | . | 7 | . | 2
CCOC(=O)c1c(NC(=S)Nc2ccc(OC)cc2)sc2c1CCC2 | -18 | 0.0 | -1.3 | -2 | . | 6 | . | 4
Cc1ccc(S(=O)(=O)N2CCOCC2)cc1C(=O)OCC(=O)NC1CCCC1 | -25 | 0.0 | -0.2 | -10 | -5 | 0 | -1 | -5
O=C(Nc1ccccc1)Nc1cccc2nsnc12 | -35 | 0.0 | 9.4 | -1 | . | -4 | . | 5
CO[C@@H]1CN(C)C(=O)c2cc(NC(=O)C3CCCCC3)ccc2OC[C@H](C)N(C)C[C@H]1C | 0 | -0.2 | 0.2 | -6 | -1 | -1 | 12 | 9
Cc1cc(C)nc(SCc2nnc(SCC(N)=O)o2)n1 | -1 | -0.3 | 2.4 | 3 | . | 3 | . | 3
Cc1cccc(C(=O)OCC(=O)Nc2ccc3c(c2)OCCO3)c1O | -9 | -0.5 | . | 23 | 3 | 2 | -6 | -9
O=C1C(=O)N(Cc2cccs2)c2ccccc21 | -5 | 0.1 | . | -8 | -8 | 0 | 10 | -5
C[C@@H]1CN([C@H](C)CO)S(=O)(=O)c2ccc(C3=CCCC3)cc2O[C@H]1CN(C)S(=O)(=O)c1cn(C)cn1 | 7 | 0.0 | 1.6 | 1 | 4 | 0 | -5 | -1
CCOC(=O)C1C(c2ccc(O)c(OC)c2)NC(=O)NC1(O)C(F)(F)F (stereo unspecified) | -10 | 0.0 | . | 5 | -6 | 0 | 2 | -10
Cc1ccc2nc(N3CCN(C(=O)c4ccccc4F)CC3)c(C#N)cc2c1 | -22 | 0.2 | 0.1 | -7 | 2 | -6 | -4 | 0
CO[C@@H](CN(C)Cc1cc(F)ccc1F)[C@H](C)CN([C@H](C)CO)S(=O)(=O)c1ccc(C)cc1 | -6 | 0.0 | -0.1 | -3 | -5 | 2 | 0 | -1
CN1c2ccc(-c3ccccc3F)cc2[C@@H]2[C@@H](CCN2S(=O)(=O)c2ccccc2)[C@@H]1CO | 10 | -0.1 | -0.6 | -6 | -1 | 1 | -3 | 1
Cc1c(SCCO)c(=O)[nH]c2cc3c(cc12)OCO3 | -7 | . | . | 14 | -12 | 0 | -1 | -3
Nn1c(Cc2ccccc2)nc2sc3c(c2c1=O)CCC3 | -9 | 0.1 | -1.6 | -4 | 1 | . | . | -1
CCO[C@H]1OC(C(=O)N2CCN(Cc3ccccc3)CC2)=C[C@@H](c2ccc(C(F)(F)F)cc2)[C@@H]1CCCO | -25 | 0.0 | 0.1 | 0 | -7 | 1 | 3 | 3
COc1ccc(C#Cc2ccc([C@H]3[C@@H](CO)N4C(=O)CN(C(=O)NC(C)C)C[C@@H]34)cc2)cc1 | 16 | 0.2 | 0.4 | 12 | . | 6 | . | 2
COc1ccc2c3c([nH]c2c1)[C@H](CO)NCC31CCN(C(=O)c2ccccc2)CC1 | -25 | 0.1 | -0.2 | 1 | . | 2 | . | 3
Cc1noc(C)c1S(=O)(=O)Nc1ccc2c(c1)C(=O)N([C@@H](C)CO)C[C@H](C)[C@@H](CN(C)C(=O)Nc1ccc(C(F)(F)F)cc1)OCCCC[C@H](C)O2 | -39 | -0.9 | -0.2 | -20 | 5 | 0 | 1 | 7
CC(C)(C)Cc1c(-c2ccc(F)cc2)nc2ccc(Cl)cn12 | -19 | 0.4 | 0.0 | -7 | 6 | 2 | -14 | 1
CC(C)OC(=O)Nc1ccc2c(c1)N(C(=O)N1CCN(C)CC1)c1ccccc1CC2 | -2 | -0.2 | -0.2 | 1 | . | 7 | -1 | 1
